Menin-MLL TR inh – displaces Texas Red mutant MLL peptide from human menin; O00255; Menin + Texas Red MLL mutant peptide, fluorescence polarization; Potency, µM (highest dose often 61.6 µM), without a hit: at the top dose FP activity change, negative = inhibition, usual class: inhibitors; actives 0.23% (n = 270,000); AID 1768; active = well fitted inhibition curve with a large enough effect in the polarisation, with a control signal flat, not every such curve was filed as active; inconclusive = small, poorly fitted or top-dose-only effect, or effect the other way, or a change in a side signal; inactive = no such curve, though single readings can be large or run the other way; the % refers to the polarisation; note: potency is the fitted concentration of half-maximal effect; % of control where 0% means no effect; many of its hits are not listed in these tables
Rab9 prom act – activates the Rab9 promoter; Huh7 Rab9 promoter-luciferase reporter, luminescence, 24 h; Potency, µM (doses to about 9.22 µM), for inactives: at the top dose activation, negative = inhibition, hits mostly activators; actives 2.8% (n = 320,000); AID 485297; note: potency is the fitted concentration of half-maximal effect; % of control where 0% means no effect; nearly all actives have a fitted effect of over 60% in size
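Promoter activation is measured as luciferase luminescence in Huh7 cells stably transfected with a Rab9 promoter–luciferase construct, following 24 h compound exposure at 37 °C and 10 min reagent incubation at ambient temperature.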
ELG1 repair inh – inhibitors of ELG1-dependent DNA repair in HEK293T cells. actives 2.3% (n = 330,000). HEK293T ELG1-luciferase reporter, luminescence, 16 h; DNA damage induced by 5-fluorouridine. Potency, µM (series often up to 46.1 µM), for the others: top-dose activity change, negative = inhibition, hits mostly inhibitors; note: potency is the fitted concentration of half-maximal effect; % is set by controls: 0 for no effect and ±100 for the full control effect; nearly all actives have a fitted effect of over 55% in size
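Step one: seed 2,000 cells per well. Step two: pin-transfer compound or DMSO alongside 5-fluorouridine. Step three: incubate 16 hr, 37 °C, 5% CO2. Step four: add ONE-Glo, wait 30 min, read luminescence.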
PKM2 activator – PKM2 (human) enzyme activation; actives 0.34% (n = 260,000); P14618; Potency, µM (series often up to 57.5 µM), for inactives: at the top dose activation, hits mostly activators; purified PKM2, Kinase-Glo ATP luminescence, activation; response scale: 0% is enzyme alone, no compound; note: potency is the fitted concentration of half-maximal effect; % is set by controls: 0 for no effect and ±100 for the full control effect; nearly all actives have a fitted effect of over 55% in size
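hPK-M2, >95% pure; 0.1 mM ADP / 0.5 mM PEP final; imidazole pH7.2 buffer w/ 7 mM MgCl2, 50 mM KCl; 1 h RT; Kinase-Glo lum. Intermediate enzyme activity for dual inhibitor/activator qHTS.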
MBNL1 CUG block – inhibitors of human MBNL1 binding to CUG repeat RNA. actives 0.036% (n = 280,000). TR-FRET MBNL1-His/biotin-(CUG)12 binding, 665/545 ratio. Potency, µM (series often up to 57.5 µM), for inactives: at the top dose activity change, negative = inhibition, hits mostly inhibitors. Q9NR56. AID 2675; active = well fitted inhibition curve with a large enough effect in the signal ratio, with a control signal flat, not every such curve was filed as active; inconclusive = small, poorly fitted or top-dose-only effect, or effect the other way, or a change in a side signal; inactive = no such curve, though single readings can be large or run the other way; the % refers to the signal ratio; note: potency is the fitted concentration of half-maximal effect; % is set by controls: 0 for no effect and ±100 for the full control effect
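Inhibition of protein-RNA binding appears as loss of TR-FRET between terbium anti-His antibody on MBNL1-His and streptavidin-XL665 on biotin-(CUG)12. Activity is normalized to buffer-only and uninhibited-complex controls.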
VP16 counter – Gal4-VP16 reporter inhibition counter-screen. Drosophila S2 Gal4-VP16 UAS-luciferase, luminescence, 20 h. Potency, µM (highest dose often 53.6 µM), for inactives: at the highest dose activity, negative = inhibition, most hits filed as inhibitors. actives 3.5% (n = 310,000). AID 2546;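 note: Gal4-VP16 expression switched on by copper sulfate through the metallothionein promoter; potency is the fitted concentration of half-maximal effect; % is set by controls: 0 for no effect and ±100 for the full control effect; nearly all actives have a fitted effect of over 50% in size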
KCNH2 3.1 inh – inhibitors of human KCNH2 3.1 potassium channel isoform | U2OS KCNH2 3.1, thallium flux FluxOr; stronger effect = lower value | activity change, % (tested at about 1.8 µM) | actives 0.95% (n = 340,000);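 active = maximum activity change below -70%; inconclusive = maximum activity change from -70% to -50%; inactive = maximum activity change above -50%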;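 note: thallium influx rate constant from kinetic fluorescence after stimulation buffer; % is set by controls: 0 for no effect and ±100 for the full control effect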
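Measured as rate of thallium-driven FluxOr signal in transduced U2OS cells carrying the 3.1 channel, read kinetically for 2 min upon stimulation; values are rate constants scaled to DMSO control wells.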
Mito fusion yeast – inhibitors of mitochondrial division or activators of mitochondrial fusion; S. cerevisiae fusion-defective mutant growth rescue, CellTiterGlo 48 h; Potency, µM (highest dose often 46.1 µM), for the others: at the top dose growth rescue (activation), actives largely listed as activators; actives 0.23% (n = 320,000); AID 485298;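 note: potency is the fitted concentration of half-maximal effect; % of control where 0% means no effect; nearly all actives have a fitted effect of over 45% in size; temperature-sensitive fusion mutants such as fzo1-1 at 37 °C on non-fermentable ethanol glycerol medium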
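Compounds are tested for their ability to restore growth of mitochondrial fusion-defective yeast strains at non-permissive 37C in YPEG medium over 48 hours. Viability is quantified by luciferase luminescence.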
NPC1 promoter act – activators of NPC1 promoter; Huh7 NPC1 promoter luciferase reporter, 24 h; actives 2.4% (n = 320,000); Potency, µM (highest dose often 9.22 µM), for the others: at the highest dose activation, most hits filed as activators;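 note: potency is the fitted concentration of half-maximal effect; % of control where 0% means no effect; nearly all actives have a fitted effect of over 60% in size; reporter is driven by a mutant NPC1 promoter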
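Stable NPC1-promoter luciferase Huh7 line; cpd (DMSO) 24 h, 37 °C, 5% CO2; Amplite luciferase reagent 10 min RT; luminescence readout. qHTS format.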
FLuc counter – firefly luciferase modulation, counter-screen for miR-21 project; purified FLuc, Km substrates, luminescence inhibition; Potency, µM (series often up to 57.5 µM), inactives show at the top dose activity change, negative = inhibition, usual class: inhibitors; actives 6.9% (n = 360,000);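 note: potency is the fitted concentration of half-maximal effect; plate controls were vehicle for no effect and reference inhibitor for full effect; nearly all actives have a fitted effect of over 55% in size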
Target sequence (P08659 whole entry, looked up): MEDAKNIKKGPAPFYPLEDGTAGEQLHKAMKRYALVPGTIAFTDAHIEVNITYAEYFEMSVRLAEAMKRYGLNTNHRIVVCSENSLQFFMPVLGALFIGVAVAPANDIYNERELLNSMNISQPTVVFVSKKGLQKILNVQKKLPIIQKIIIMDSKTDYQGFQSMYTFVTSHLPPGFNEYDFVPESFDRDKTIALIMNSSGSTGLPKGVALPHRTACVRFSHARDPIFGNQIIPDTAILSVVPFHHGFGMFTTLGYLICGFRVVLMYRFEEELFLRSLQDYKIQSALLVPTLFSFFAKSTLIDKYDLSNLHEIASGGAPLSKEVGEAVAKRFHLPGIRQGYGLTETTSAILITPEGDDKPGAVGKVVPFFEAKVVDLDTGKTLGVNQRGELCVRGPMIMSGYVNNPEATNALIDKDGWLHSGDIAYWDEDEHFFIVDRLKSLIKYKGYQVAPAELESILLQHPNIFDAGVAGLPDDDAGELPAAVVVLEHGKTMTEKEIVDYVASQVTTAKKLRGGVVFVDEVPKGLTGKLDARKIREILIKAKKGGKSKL
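Purified P. pyralis luciferase (10nM final) with 10uM D-luciferin and 10uM ATP (Km levels) in 50mM Tris acetate pH 7.5, 10mM Mg acetate, 0.01% Tween-20, 0.05% BSA; qHTS 6-point titration, ~60 µM downward; luminescence read.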
RORg inh – inhibitors of mouse ROR gamma transcriptional activity. P51450. Drosophila S2 Gal4-RORgamma UAS-luciferase reporter, 20 h. Potency, µM (doses to about 53.6 µM), for the others: top-dose activity change, negative = inhibition, most hits filed as inhibitors. actives 5.4% (n = 310,000); note: potency is the fitted concentration of half-maximal effect; % is set by controls: 0 for no effect and ±100 for the full control effect; nearly all actives have a fitted effect of over 60% in size
Target sequence (P51450 whole entry, looked up, the tested form may be a part): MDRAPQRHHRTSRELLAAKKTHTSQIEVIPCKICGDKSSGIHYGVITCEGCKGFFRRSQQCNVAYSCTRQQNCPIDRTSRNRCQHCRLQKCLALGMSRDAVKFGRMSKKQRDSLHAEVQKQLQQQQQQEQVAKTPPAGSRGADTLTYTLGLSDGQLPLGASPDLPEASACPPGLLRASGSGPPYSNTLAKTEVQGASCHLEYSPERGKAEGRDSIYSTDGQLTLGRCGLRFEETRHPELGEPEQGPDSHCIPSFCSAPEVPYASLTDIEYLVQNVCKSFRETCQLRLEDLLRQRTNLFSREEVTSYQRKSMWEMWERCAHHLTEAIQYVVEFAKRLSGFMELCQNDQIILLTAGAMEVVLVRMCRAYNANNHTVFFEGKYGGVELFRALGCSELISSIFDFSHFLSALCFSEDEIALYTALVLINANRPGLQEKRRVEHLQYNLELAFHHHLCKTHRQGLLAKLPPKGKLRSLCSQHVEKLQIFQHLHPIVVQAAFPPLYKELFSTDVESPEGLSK
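Read-out: Photinus luciferase luminescence; inhibitors lower reporter signal. Insect Schneider cells with Gal4-ROR gamma fusion under metallothionein promoter, UAS reporter; 700 uM final copper sulfate induction, 20 hr, ambient temperature.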
An asterisk follows results filed as active; u = inconclusive; x = no result given; & = joins results of further samples. Unless noted, calls come from the whole dose curve; as a rule, active = well fitted curve in the direction sought with a large enough effect; inconclusive = small, poorly fitted or top-dose-only effect, or another doubt; inactive = no such curve, though single readings can be large; an effect the other way counts as inactive or inconclusive.

Preview, two compounds:
Molecule,NPC1 promoter act,VP16 counter,ELG1 repair inh,Mito fusion yeast,MBNL1 CUG block,Menin-MLL TR inh,Rab9 prom act,PKM2 activator,KCNH2 3.1 inh,FLuc counter,RORg inh
O=C(N/N=C1\NC(=O)C(CO)(CO)S1)c1ccccc1,0%,-3%,-8%,1%,3%,x,-3%,4%,2,-1%,-4%
CCOC(=S)SCC(=O)N1CCc2cc(OC)c(OC)cc2C1C1C(=O)CC(C)(C)CC1=O (centres undefined),-5%,-1%,2%,-1%,-20%,0%,-12%,20%,6,0%,-10%

Results, previewed entries included:
Molecule,NPC1 promoter act,VP16 counter,ELG1 repair inh,Mito fusion yeast,MBNL1 CUG block,Menin-MLL TR inh,Rab9 prom act,PKM2 activator,KCNH2 3.1 inh,FLuc counter,RORg inh
O=C(N/N=C1\NC(=O)C(CO)(CO)S1)c1ccccc1,0%,-3%,-8%,1%,3%,x,-3%,4%,2,-1%,-4%
CCOC(=S)SCC(=O)N1CCc2cc(OC)c(OC)cc2C1C1C(=O)CC(C)(C)CC1=O (centres undefined),-5%,-1%,2%,-1%,-20%,0%,-12%,20%,6,0%,-10%
CN(CC(=O)NCCc1ccccc1)S(=O)(=O)c1cccs1,14%,18%,u,1%,2%,16%,5%,-4%,-1,-13%,u
CCOc1ccc(C=O)cc1CN1CCCCC1,2%,-3%,16%,-1%,-2%,5%,0%,1%,-2,0%,-4%
O=c1c(Br)c(N2CCOCC2)cnn1-c1ccccc1,u,7%,u,u,u,9%,u,1%,-5,-20%,-2%
COc1ccc(C(C)NC(=O)C2CCCC2)cc1OC (centres undefined),-9%,x,1%,-2%,-5%,6%,-2%,2%,0,4%,x
COc1ccc(C(=O)C2CCN(CC(=O)Nc3ccc(OC)cc3OC)CC2)cc1,-5%,2%,u,-5%,4%,x,-3%,x,-11,1%,1%
CCCC(=O)Nc1ccc(Cl)c(NC(=O)c2cccc(OC)c2)c1,-7%,5%,u,9%,1%,8%,-10%,u,2,1%,24%
Cc1ccc(Cn2ccc(NC(=O)c3cc4nc(-c5ccco5)cc(C(F)(F)F)n4n3)n2)cc1,0%,0%,1%,0%,3%,4%,4%,-1%,5,0%,11%
CCOc1ccc(CC2c3cc(OCC)c(OCC)cc3CCN2C(=O)CN2CCN(C)CC2)cc1OCC (centres undefined),0%,7%,15%,-1%,-3%,-8%,-7%,-1%,7,2%,1%
O=C(N/N=C/c1ccc2c(c1)OCO2)c1cc(-c2ccc(F)cc2)nc2ccccc12,-3%,u,-1%,16%,-8%,-9%,-4%,-2%,7,5.4µM*,u
CCN(CC)S(=O)(=O)c1cccc(C(=O)N/N=C2\CCCC(=O)C2)c1,-1%,-2%,11%,0%,1%,x,-5%,-1%,7,-4%,-1%
O=C(O)Cn1ncc2ccccc2c1=O,-1%,7%,0%,4%,-6%,-1%,-4%,1%,4,-2%,-6%
CCC(CC)NC(=O)Nc1ccccc1C(F)(F)F,-4%,17%,-5%,2%,-4%,x,0%,3%,-18,-2%,0%
CN(C)CCCNc1ncnc2sc(-c3ccccc3)cc12,-6%,-12%,18%,-4%,u,x,-6%,4%,-89*,3%,2%
Cc1cc(C)nc(SCC(=O)NNC(=O)c2cccs2)n1,-1%,-3%,4%,7%,-3%,-16%,-5%,0%,9,-3%,-5%
CC1CCN(CCCCOc2ccccc2[N+](=O)[O-])CC1,2%,-14%,1%,6%,11%,-11%,3%,-1%,-9,2%,-4%
O=S(=O)(c1ccc(OC(F)(F)F)cc1)N1CCCC(N2CCOCC2)C1 (centres undefined),1%,-3%,0%,-9%,-4%,16%,-5%,2%,8,1%,2%
O=C(O)CCc1ccc(-c2ccc(F)cc2)n1CC1CCCO1 (centres undefined),3%,0%,12%,2%,15%,-7%,-3%,4%,8,1%,0%
COc1cc(OC)c(OC)cc1CN1CCCC(C(=O)N2CCCCC2)C1 (centres undefined),-1%,-4%,-2%,-2%,5%,0%,-1%,12%,-25,-1%,2%
Cc1ccc(NS(=O)(=O)c2cccc3cccnc23)cc1Cl,1%,-10%,6%,5%,4%,u,0%,x,-11,0%,u
CC1=C(C(=O)Nc2ccccc2)C(c2ccccc2)N2C(=O)CSC2=N1 (centres undefined),-2%,-6%,0%,2%,7%,-5%,-7%,-11%,-4,1%,20%
Cc1ccc(C)c(NC(=O)C(=O)NCCCN2CCOCC2)c1,2%,-16%,4%,-2%,-5%,-4%,-1%,-13%,-2,-3%&-1%,2%
CC(OC(=O)c1cccc(S(=O)(=O)N2CCCCC2)c1)C(=O)NC1CCCCC1C (centres undefined),4%,5%,-6%,6%,-1%,x,0%,12%,-8,2%,3%

Quoted at random: 3 entries already listed, in no set order.
Molecule,NPC1 promoter act,VP16 counter,ELG1 repair inh,Mito fusion yeast,MBNL1 CUG block,Menin-MLL TR inh,Rab9 prom act,PKM2 activator,KCNH2 3.1 inh,FLuc counter,RORg inh
COc1cc(OC)c(OC)cc1CN1CCCC(C(=O)N2CCCCC2)C1 (centres undefined),-1%,-4%,-2%,-2%,5%,0%,-1%,12%,-25,-1%,2%
CCC(CC)NC(=O)Nc1ccccc1C(F)(F)F,-4%,17%,-5%,2%,-4%,x,0%,3%,-18,-2%,0%
O=S(=O)(c1ccc(OC(F)(F)F)cc1)N1CCCC(N2CCOCC2)C1 (centres undefined),1%,-3%,0%,-9%,-4%,16%,-5%,2%,8,1%,2%

(list continues)
Molecule,NPC1 promoter act,VP16 counter,ELG1 repair inh,Mito fusion yeast,MBNL1 CUG block,Menin-MLL TR inh,Rab9 prom act,PKM2 activator,KCNH2 3.1 inh,FLuc counter,RORg inh
CCN(CC)S(=O)(=O)c1ccc(O)c(C(=O)OCC(=O)N2CCCC2)c1,-28%,0%,11%,4%,4%,-8%,-2%,1%,-4,0%,-4%
CC(C)Cn1c(CN(C)Cc2ccccc2)nc2c1c(=O)n(C)c(=O)n2C,2%,-17%,u,-7%,-4%,-20%,-6%,2%,8,4%,57%
COc1ccccc1NC(=O)CC(=O)CSc1nnc(-c2ccc(C)cc2)n1C,0%,9%,0%,-3%,-4%,19%,5%,0%,-11,u,-36%
NC(=O)CC[C@H](NC(=O)[C@H](Cc1ccccc1)n1c(=O)[nH]c2ccccc2c1=O)C(=O)N1CCC[C@H]1C(=O)O,1%,2%,u,2%,7%,-18%,-5%,-14%,-7,-4%,2%
O=C(Cc1ccccc1)Nc1ccc(NC(=O)c2ccccc2)c(Cl)c1,-2%,19%,-12%,3%,1%,4%,10%,8%,10,-14%,u
CCOC(=O)N1CCC2(CC1)C(C(=O)C13CC4CC(CC(C4)C1)C3)C2(C#N)C#N (centres undefined),0%,-7%,u,2%,1%,7%,-5%,-5%,-2,-1%,-14%
CCOC(=O)c1sc(NC(=O)c2ccccc2F)c(C(N)=O)c1C,1%,-15%,-10%,4%,u,6%,-5%,-1%,-6,-2%,6%
C/C(=N\NC(=O)c1c(Br)c(C)nn1C)c1cccc(NC(=O)C2CCC2)c1,0%,14%,-8%,1%,1%,10%,-1%,1%,7,19µM*,u
O=S(=O)(Nc1ccc(N2CCCCC2)cc1)c1cccc2cccnc12,-1%,0%,4%,4%,-1%,-5%,-6%,13%,4,5%,-6%
O=C(N/N=C/c1cccc([N+](=O)[O-])c1)c1ccc2nc[nH]c2c1,6%,-1%,-5%,-1%,u,u,0%,-2%,-12,u,-5%
COc1ccc(-c2ocnc2C(=O)Nc2ccc3c(c2)CCC3)cc1,-1%,-11%,30%,5%,-1%,u,3%,-2%,-1,7.6µM*,u
Cc1ccc(NC(=O)COC(=O)c2ccccc2Cl)cc1S(=O)(=O)N(C)C,-3%,3%,2%,-12%,0%,7%,4%,0%,6,u,44%

Source: PubChem

Only part of the results is shown, so the mix of outcomes need not match the whole.
